Ins promoter up: MIN6 insulin promoter up-regulation; MIN6 insulin promoter-GFP reporter, high-content imaging; stronger effect = higher value; hit rate 0.3% among 190,000; z-score at 5 µM;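 active = z-score above 3 at 5 µM with at least 500 cells counted in the well; inconclusive = wells under 500 cells, flagged as cytotoxic or low count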
Dynein cargo inh: dynein cargo transport inhibition; AID 1381; 3617.4 mouse cells, GR-EGFP nuclear translocation imaging; test concentration mostly 20 µM; stimulated with dexamethasone, 1 µM; stronger effect = lower value; hit rate 0.47% among 220,000; z-score, hits read low;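 active = plate z-score of nuclear minus cytoplasmic receptor signal below a set negative limit, without overly bright fluorescence or cell loss, cut at about -3.5 in these data, passing the limit was not always enough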;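 also: z-score of nuclear minus cytoplasmic ring GR-EGFP intensity difference per well; some compounds called inactive have numbers as strong as hits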
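Schedule: 48 h induction, then 1 h compound, then 30 min agonist, 37 °C. Buffer or medium: tetracycline-free induction medium containing charcoal-stripped FBS. Reagent: 1.0 µM final dexamethasone stimulus. Evaluation: nuclear versus cytoplasmic GR-EGFP signal, averaged per well. Signal: high-content fluorescence imaging after fixation.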
Myeloid diff 2: compounds promoting myeloid differentiation. ER-HoxA9 myeloid progenitors, lysozyme-GFP differentiation, flow cytometry. calls only at 10 µM. hit rate 1% among 360,000. AID 624256;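 active = normalized GFP-positive differentiation at or above the plate's own cutoff, the solvent-only control mean plus 3 SD; inconclusive = no clear call, values can overlap the other calls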;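 also: cells exposed to compound for four days before flow analysis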
MT stabilize HCS: microtubule stabilization, imaging screen; HeLa tubulin immunostaining HCS, 24 h; share of cells brighter than vehicle mean+2SD; % tubulin-high responders, % at 10 µM; hit rate 0.83% among 200,000; AID 2205;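 active = plate Z-score above 3 for both tubulin-high and condensed-nucleus cell shares, with cell loss under 80%, at 10 µM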;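 also: anti alpha tubulin signal scored within the nucleus-defined area of each cell; some results filed as inactive read as strong as hits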
PMI inhibitors: inhibitors of human PMI, primary screen, biochemical, fluorescence intensity, coupled assay (AID 1209). purified PMI enzyme, coupled fluorescence intensity; higher % means a stronger effect. inhibition, % at 20 µM, or IC50 in µM where a hit was titrated. hit rate 0.42% among 190,000; in the data active = inhibition above about 50%;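 also: plate controls were DMSO vehicle for no effect and wells lacking substrate for full effect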
Hep lipid drop: modulators of hepatic lipid droplet formation | AML12 mouse hepatocytes, oleate lipid droplets, BODIPY imaging | inhibition, % at 6.5 µM | hit rate 0.4% among 240,000;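 active = lipid droplet intensity inhibited by at least 50%, with more than 500 cells counted; inconclusive = wells with under 300 cells, treated as cytotoxic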
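Material – AML12 mouse liver cells · Also added – oleate loading, 100 µM · Compound dosing – 6.5 µM single-point dosing · Times – overnight treatment with compound plus oleate · Measured by – fluorescence imaging, 20x objective, two fields per well · Read-out – percent inhibition of filter-corrected integrated lipid droplet intensity per well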
bCat nuc transl: alters nuclear translocation of beta-catenin in HeLa cells. immunofluorescence imaging. hit rate 0.3% among 190,000. nuclear translocation activity, % at 5 µM;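 active = nuclear translocation activity above 50% at 5 µM, with a well cell count of 50 or more; inconclusive = wells under 50 cells across six images, flagged as toxic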;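 also: per-cell ratio of nuclear to cytoplasmic median beta-catenin stain intensity; plate controls were DMSO negative control for no effect and GSK-3 inhibitor IX positive control for full effect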
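test system = HeLa cells, endogenous beta-catenin | dosing = single 5 µM dose plus 0.02–20 µM confirmation series | times = compound treatment 24 h, 37°C, 5% CO2 | technique = beta-catenin immunofluorescence imaging with DAPI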
TNAP activation fold: human TNAP enzyme activators, primary screen, biochemical, luminescent, no phosphate acceptor, uHTS (AID 1001); activation fold at 20 µM; hits with a dose series show EC50 in µM; purified TNAP, luminescent activation assay, no phosphate acceptor; higher activation fold means a stronger effect; hit rate 0.03% among 200,000; in the data active = activation fold from about 3, or a potency from the dose series; inactive = the rest, 99 in 100 with activation fold below about 1.6; also: many of its hits are not listed in these tables
T cell modulator: T cell immune modulation candidate. 2C CD8+ T cell-vesicle binding, flow cytometry; stronger effect = lower value. calls only at 7 µM. hit rate 0.068% among 330,000. AID 2052;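 active = response, share of CD8 T cells binding vesicles, and their 90th percentile fluorescence all below set limits, cut at about 80% in these data, passing the limit was not always enough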
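Incubation: binding step 1.5 h, 37 °C, antibody labelling 20 min, ice; system: murine 2C transgenic CD8+ T lymphocytes; technique: cytometric PE anti-B7-1 and Alexa647 anti-CD8 signals after 1% paraformaldehyde fixation; also added: QL9-charged Drosophila Ld/ICAM-1/B7-1 vesicles; control set: naked versus QL9-loaded vesicles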
Dynein cargo inh cytoplasmic EGFP: recorded beside Dynein cargo inh, whose call it bears; z-score; measured here: cytoplasmic GR-EGFP intensity; stronger effect = higher value
Dynein cargo inh nuclear GR-EGFP: second read-out of Dynein cargo inh, no call of its own (marks repeat the call); z-score; measured here: nuclear GR-EGFP intensity;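 lower value marks the stronger effect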
Dynein cargo inh cell count: second read-out of Dynein cargo inh, no call of its own (marks repeat the call); z-score; measured here: cell count per field
Ins promoter up cell count: recorded beside Ins promoter up, whose call it bears; cell count; measured here: cytotoxicity, nuclei count;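 total cells summed across four imaged fields per well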
Hep lipid drop cells 6.5 µM: further read-out of Hep lipid drop, marked with its call; cell count; measured here: cell count, cytotoxicity flag;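 cells counted across two imaged fields per well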
bCat nuc transl cell count 5 µM: further read-out of bCat nuc transl, marked with its call; cell count; measured here: cell count, cytotoxicity flag
T cell modulator vesicle-bound %: also measured in T cell modulator; calls as there; double positive events, %; measured here: CD8+ vesicle-bound cell fraction;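 binding gate set so that unloaded-vesicle control wells show 10% double positive cells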
MT stabilize HCS Hoechst-high %: further read-out of MT stabilize HCS, marked with its call; % Hoechst-high responders; measured here: nuclear condensation Hoechst responders;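 share of cells brighter than vehicle mean plus two SD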
MT stabilize HCS cytotoxicity %: second read-out of MT stabilize HCS, no call of its own (marks repeat the call); toxicity, %; measured here: cytotoxicity by cell density;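 0% = mean cell density of plate MIN control wells and 100% = no cells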
Myeloid diff 2 GFP+ MAC1+ %: further read-out of Myeloid diff 2, marked with its call; GFP+ MAC1+ double positive, %; measured here: differentiation confirmed by MAC1 staining
Starred values were filed as active, the others as inactive; i = inactive; ? = inconclusive; nt = no result given.

SMILES	Ins promoter up	Ins promoter up cell count	Dynein cargo inh	Dynein cargo inh cytoplasmic EGFP	Dynein cargo inh nuclear GR-EGFP	Dynein cargo inh cell count	Myeloid diff 2	Myeloid diff 2 GFP+ MAC1+ %	MT stabilize HCS	MT stabilize HCS Hoechst-high %	MT stabilize HCS cytotoxicity %	PMI inhibitors	Hep lipid drop	Hep lipid drop cells 6.5 µM	bCat nuc transl	bCat nuc transl cell count 5 µM	TNAP activation fold	T cell modulator	T cell modulator vesicle-bound %
CCn1c(CSc2nnc(-c3cccnc3)n2-c2ccccc2C)nc2cc(C(=O)O)ccc21	0.65	1280	0.37	-0.28	0.36	1.1	nt	nt	3.0	0.9	13	-13%	-11	651	-1.1	1063	1.2	i	56
CCCCNC(=O)Cc1cc(=O)[nH]c(=O)[nH]1	-0.57	1453	-0.061	-0.18	0.3	0.025	i	3.0	2.5	1.8	7.8	10%	2	750	-0.6	1060	1.1	i	4
CN1CCN(CC(O)COCc2ccc3c(c2)OCO3)CC1 (stereo not drawn)	0.82	1284	-0.31	-0.19	-0.3	0.66	i	7.1	1.7	1.7	9.8	-14%	nt	nt	-1.2	1140	1.1	i	4
CCOC(=O)c1sc2nc(SC)nc(-c3ccc(Cl)cc3)c2c1N	-0.11	1634	-0.37	0.12	-0.23	0.23	i	0.9	1.7	1.3	6.6	-1%	nt	nt	-0.2	1369	1.1	i	36
O=C(CN1CCCCCC1)Nc1ccc(Br)cc1Br	nt	nt	-0.35	-0.28	0.18	0.13	i	0.6	1.8	1.8	5.3	-4%	17	779	nt	nt	1	i	7
CC(C)OC(=O)c1ccc(NC(=O)CSc2nc3ncccc3[nH]2)cc1	0	1282	0.55	-0.17	-0.073	-0.16	i	0.1	2.3	1.7	8.3	4%	-1	675	-0.1	1497	0.9	i	65
O=C1c2oc3ccccc3c(=O)c2C(c2ccc(O)cc2)N1c1nccs1 (stereo not drawn)	-0.26	1131	0.018	-0.34	-0.16	0.61	i	0.4	2.8	2.0	8.4	-6%	12	673	-0.5	1123	1	i	30
O=C(NCCN1CCOCC1)c1cccc(Cl)c1	nt	nt	-0.79	-0.2	-0.35	-0.47	i	1.2	3.0	1.4	7.3	-14%	-8	715	3.0	1128	1.1	i	47
CCOC(=O)C(C)Sc1nnc(NC(=O)c2ccc(C)c([N+](=O)[O-])c2)s1 (stereo not drawn)	-0.13	1431	-0.044	-0.25	-0.17	0.13	i	0.5	3.7	2.7	3.3	1%	-4	615	-1.4	1103	0.9	i	32
COc1cccc(NC(=S)NNC(=O)C(C)n2nc(C)c([N+](=O)[O-])c2C)c1 (stereo not drawn)	0.08	1607	0.55	0.029	0.7	-0.79	i	10	3.1	1.8	7.6	0%	nt	nt	-0.8	1404	1.2	i	3
COc1ccccc1C1NC(c2ccccc2OC)C(C)C(=O)C1C (stereo not drawn)	0.07	950	0.72	-0.069	0.79	-0.9	i	12	1.6	1.6	4.7	0%	0	767	nt	nt	1	i	32
COC(=O)c1ccc(C)c(NC(=O)CCSc2ccc(Cl)cc2)c1	0.86	1121	0.072	-0.21	-0.29	0.1	i	1.3	1.6	1.5	3.8	-1%	nt	nt	2.2	1471	1	i	27
COc1ccc(CC(=O)Nc2nc(-c3cccnc3)cs2)cc1	-0.17	1177	-0.52	-0.22	-0.27	0.23	?	nt	4.2	3.1	7.6	-8%	-20	739	-0.4	569	1.1	i	6
Cc1ccc(CN2CCN(Cc3cn(C(C)C)c4ccccc34)CC2CCO)o1 (stereo not drawn)	0.27	1459	0.18	-0.28	0.54	-0.63	i	0.8	1.1	1.0	14	3%	-6	707	-2.3	1058	1.1	i	50
COCCCN(C(=S)Nc1cccc(Cl)c1)C(C)c1ccncc1 (stereo not drawn)	0.68	1143	-0.86	-0.22	-0.18	-0.01	i	0.6	1.4	1.6	4.5	-12%	-2	700	-0.5	857	0.9	i	53
COc1ccc(NC(=O)CCc2nc3ccccc3[nH]2)cc1	0.37	1166	0.35	-0.21	0.2	-0.36	i	0.7	2.8	1.7	4.3	-2%	3	777	1.0	1136	1	i	18
c1ccc2c(c1)CC1(CCCC1)N=C2N1CCOCC1	0.38	1088	0.3	-0.22	0.24	-0.3	i	0.4	nt	nt	nt	nt	-2	747	0.2	1321	nt	i	26
Cc1cccc(-n2c(SCC(=O)N3CC(=O)Nc4ccccc43)nc3ccccc3c2=O)c1	nt	nt	0.95	-0.24	0.18	0.21	i	0.2	4.1	5.7	1.1	-12%	-27	633	0.0	1565	1	i	49
CC1CN(C(=O)Cn2c(C(F)(F)F)nc3ccccc32)CC(C)O1 (stereo not drawn)	nt	nt	-0.66	-0.041	-0.02	0.46	i	1.3	0.8	1.0	4.3	-1%	5	761	-0.3	1195	1.1	i	47
CCOC(=O)c1c(NC(=O)CSc2n[nH]c(CNc3ccccc3)n2)sc(C)c1C	0.86	1226	0.12	-0.27	0.18	-0.59	i	1.4	1.8	2.6	9.7	-2%	2	748	-0.2	1037	1	i	60
COC(C/C=C/C(=O)COCc1ccccc1)OC	-0.12	932	-5.7*	1.2*	-2.7*	-0.058*	i	1.1	nt	nt	nt	nt	-7	698	0.5	1379	nt	nt	nt
O=C(Nc1cnccn1)Nc1ccccc1Cl	0.06	1340	-0.86	-0.35	-0.38	0.3	i	0.3	4.8	2.0	9.7	-5%	9	678	1.7	879	1.1	i	45
O=C(O)Cc1sc(Nc2ccccc2)nc1-c1ccc(Cl)cc1	0.03	1617	1.9	-0.14	0.99	-1.4	i	0.1	2.0	2.1	7.3	-58%	3	640	-2.8	1053	1.1	i	45
Cc1cc(C)cc(C(=O)/C=C2\NC(=O)CS2)c1	0.16	973	-0.73	-0.18	-0.066	0.51	i	2.5	1.7	1.4	3.0	-5%	nt	nt	-4.7	790	1.2	i	29
CCc1nc(Nc2ccc(N3CCN(C(C)=O)CC3)cc2)c2oc3ccccc3c2n1	-4.5	820	-0.24	-0.19	-0.28	0.6	i	0.3	0.9	1.1	2.3	4%	nt	nt	0.5	1251	1.1	i	61
Going on with the list:
SMILES	Ins promoter up	Ins promoter up cell count	Dynein cargo inh	Dynein cargo inh cytoplasmic EGFP	Dynein cargo inh nuclear GR-EGFP	Dynein cargo inh cell count	Myeloid diff 2	Myeloid diff 2 GFP+ MAC1+ %	MT stabilize HCS	MT stabilize HCS Hoechst-high %	MT stabilize HCS cytotoxicity %	PMI inhibitors	Hep lipid drop	Hep lipid drop cells 6.5 µM	bCat nuc transl	bCat nuc transl cell count 5 µM	TNAP activation fold	T cell modulator	T cell modulator vesicle-bound %
CN(Cc1nc2ccccc2n1C)C(=O)c1cccs1	-0.1	1365	-0.5	-0.17	0.012	0.066	i	0.8	3.4	1.6	5.2	-2%	0	712	-0.2	987	1.1	i	22
CS(=O)(=O)N(CC(=O)NC1CCCCCC1)Cc1ccc(Cl)cc1	nt	nt	-0.95	-0.089	-0.46	0.29	i	9.4	1.7	2.6	5.8	5%	28	813	nt	nt	1.1	i	5
COCCn1c(N)c(C(=O)NCc2cccs2)c2nc3ccccc3nc21	1.1	1339	-0.91	-0.27	-0.12	0.55	i	0.8	2.8	3.3	6.0	32%	nt	nt	-4.1	1089	1.2	i	18
CN(C)CCCCOc1cccc(Br)c1	0.31	1267	0.95	-0.24	0.6	-0.028	i	0.6	4.7	1.4	3.2	-6%	7	703	-1.2	524	1.1	i	46
Cc1ccc(C(=O)OCc2nnc(-c3ccccc3)o2)o1	1.3	1129	0.6	-0.31	0.39	-0.83	i	0.5	3.1	3.3	10	17%	-1	784	-3.5	1111	1	i	32
CCCCN(CCCC)CCCNC(=O)c1ccc2nc(-c3ccccc3NC(C)=O)c(=O)[nH]c2c1	0.34	1193	-0.11	-0.15	0.24	-0.45	i	0.2	1.3	1.2	2.4	-6%	17	733	1.1	1124	1.1	i	16
CCN(CC)Cc1c(O)ccc2c(-c3ccccc3)cc(=O)oc12	0.08	1415	-0.33	-0.22	-0.26	0.57	i	1.1	1.7	1.5	6.2	2%	nt	nt	-0.5	1040	1.1	i	46
Cc1nc(-c2ccc(Cl)cc2)sc1C1(C)CC(c2c(Cl)cccc2Cl)=NO1 (stereo not drawn)	0.28	677	0.47	-0.69	0.41	-0.69	i	0.7	nt	nt	nt	nt	nt	nt	3.4	1108	nt	i	6
COc1cc(OC)cc(-c2nnc(SCC(=O)N(C(C)C)C(C)C)o2)c1	-0.12	962	1.6	3.6	1.3	-1.6	i	6.7	4.0	2.2	14	5%	nt	nt	0.7	808	1.1	i	17
